Screening data: PubChem BioAssay, Broad Institute
PglD inh = C. jejuni PglD acetyltransferase inhibitors, primary screen, biochemical, DTNB colorimetric, single point; purified PglD enzyme, DTNB colorimetric CoA detection; UDP-N-acetylbacillosamine N-acetyltransferase PglD (Campylobacter jejuni); 0.098% of 360,000 active; inhibition, % at 12.5 µM; in the data active = inhibition above about 16%, passing the limit was not always enough; also: strong numbers were not always called active
PAX8 inh HTS = inhibitors of PAX8-driven TPO luciferase reporter, primary screen, RMG-I cells, single concentration; 1.2% of 360,000 active; SteadyGlo, 24 h; inhibition, % at 12.6 µM;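 active = mean replicate inhibition at least 60% with every replicate also reaching 60%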;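 also: luciferase light reporting Pax8 driven TPO promoter activity; plate controls were median of neutral control wells for no effect and mitoxantrone controls for full effect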
C2C12 statin = suppressors of statin myotoxicity in C2C12 myotubes, primary screen, cell-based, single point, plate reader | 0.78% of 330,000 active | rescue of ATP level, % at 7.49 µM | AID 602340, 2012 | C2C12 myotubes + simvastatin, ATP luminescence, 48 h; scaled: DMSO 0, geranylgeraniol control 100;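 active = mean ATP rescue above about 67%, or every replicate alone reaching that limit, limit read from the data, passing the limit was not always enough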;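 also: myotubes were challenged with 10 µM simvastatin during compound exposure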
LGR2 inh = inhibitors of bursicon-induced LGR2 CRE-luciferase signal, primary screen, cell-based, HEK293, CRE-luciferase reporter, bursicon stimulation | bursicon-stimulated, 4 h | inhibition, % at 9.99 µM | 0.35% of 380,000 active | AID 720647, 2013;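 active = drop in luminescence signal, shown as inhibition above about 50% in the replicate tests, limit read from the data, passing the limit was not always enough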;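 also: agonist challenge used bursicon conditioned medium at about half maximal strength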
ARNT-TACC3 inh = disruptors of ARNT/TACC3 protein interaction, primary screen, biochemical, AlphaScreen, single concentration | Transforming acidic coiled-coil-containing protein 3 (Homo sapiens), Q9Y6A5 | inhibition, % at 9.99 µM | AID 623870, 2012 | AlphaScreen His-ARNT PAS-B/GST-TACC3 binding, luminescence; TACC3 fragment carries E629A point mutation | 0.66% of 390,000 active;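 active = mean inhibition of replicates at least 50% and at least half of replicates each reaching 50%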;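 also: 0% = complete ARNT plus TACC3 wells and 100% = ARNT alone without TACC3; many hits fall short of the cut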
Cneo AK release = Cryptococcus neoformans cell lysis inducers, primary screen, AK release luminescence, single concentration; C. neoformans lysis, adenylate kinase release luminescence, 4 h; normalised: neutral wells 0, clomiphene wells 100; lysis activity, % at 15 µM; 0.2% of 360,000 active; AID 651654, 2012;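 active = mean lysis activity across replicates of at least 80%, whatever share of replicates individually reach that level; inactive = mean lysis activity below 80%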
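Signal: Adenylate kinase release luminescence | Assay system: Log-phase Cryptococcus neoformans yeast cells | Input: Cells at 5 × 10^6 per mL | Buffer or medium: Fresh YPD growth medium | Compound: Single dose | Schedule: Static 4 h at 37 °C with compound, 1 h detection | Controls: Clomiphene | Read-out: Luminescence rise reflecting yeast cell lysis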
PGC1a acetyl inh = inhibitors of PGC1a acetylation signal, primary screen, cell-based, U2OS, AlphaScreen, inhibitor mode | AlphaScreen anti-acetyl-lysine; with virally co-expressed GCN5 acetyltransferase | inhibition, % at 15.6 µM | 0.17% of 350,000 active | AID 651687, 2012;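 active = every replicate shows inhibition of at least 40%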;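 also: 0% = neutral control wells and 100% = positive control wells; some results beyond the cut were filed as inactive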
GSIS activator = GLuc luminescence reporter in INS-1E cells, primary screen for activators of glucose-dependent secretion of insulin; AID 743287, 2014; 0.61% of 370,000 active; INS-1E GLuc reporter insulin secretion, 2-3 h; activation, % at 16.6 µM;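 active = lowest replicate activation of at least 40%, so every replicate reaches that level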;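 also: 0% = median of neutral control wells and 100% = median of IBMX positive control wells; some compounds called inactive have numbers as strong as hits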
Active calls of the source: *; . = no result given.

SMILES | PglD inh | PAX8 inh HTS | C2C12 statin | LGR2 inh | ARNT-TACC3 inh | Cneo AK release | PGC1a acetyl inh | GSIS activator
O=S(=O)(c1ccc(Cl)cc1)N1CCn2c1nc1ccccc12 | 1 | . | -3 | 0 | 3 | -1 | 1 | -4
COc1ccc(NC(=O)CN(C)C(=O)c2cc(-c3ccncc3)nc3ccccc23)cc1 | 3 | 1 | -15 | -6 | 1 | 2 | -5 | -4
CCN(CC)C(=O)Cn1cc(C(=O)C(=O)Nc2ccc3c(c2)OCO3)c2ccccc21 | -3 | -49 | 8 | -13 | . | -1 | -17 | -9
C/C(=N\NC(=O)Cc1c(C)[nH][nH]c1=O)c1ccc(Cl)c(Cl)c1 | 10 | -13 | 4 | 0 | 3 | -1 | -16 | 11
C[C@H](CO)N1C[C@H](C)[C@H](CN(C)Cc2ccncc2)Oc2cc(-c3ccccc3)ccc2S1(=O)=O | -2 | . | -40 | 8 | -1 | -3 | -1 | -30
CC1(CCc2ccccc2)NC(=O)N(CC(=O)Nc2ccc(OC(F)F)cc2)C1=O (stereo not given) | 0 | -2 | -5 | -10 | 1 | -2 | -4 | -13
N=c1n(CCOc2ccccc2)c2ccccc2n1CCN1CCOCC1 | -3 | . | -17 | 2 | -6 | -1 | -10 | 25
O=C(O)CCC(=O)N1CCC(n2nnc3cc(C(F)(F)F)ccc32)CC1 | -1 | -17 | -57 | 4 | -6 | 11 | 12 | 32
CC1CCN(c2c(NCc3ccc(C(=O)NCc4ccccc4)cc3)c(=O)c2=O)CC1 | 9 | 13 | . | 6 | -8 | -1 | -1 | -16
CC(C)(C)NC(=O)CSc1ccc(C(C)(C)C)cc1 | 2 | . | -10 | . | -4 | 0 | . | .
CCCSc1oc(-c2ccco2)nc1S(=O)(=O)c1ccc(C)cc1 | 1 | 8 | 35 | -11 | -5 | -2 | -9 | 3
O=c1c2c(nc3c(-c4cccc(Br)c4)c[nH]n13)CCCC2 | 2 | 27 | -5 | . | 0 | -1 | . | .
C[C@@H]1CN([C@H](C)CO)C(=O)c2cc(NC(=O)C3CC3)ccc2O[C@H]1CN(C)C(=O)NC1CCCCC1 | -4 | . | -10 | -9 | -2 | -2 | -3 | 18
COCCCNC(=O)CNC(=S)N(Cc1ccc(F)cc1)C1CCCCC1 | 0 | . | 3 | . | -9 | 0 | 1 | .
CCCNC(=O)N(C)C[C@H]1Oc2cc(C3=CCCCC3)ccc2S(=O)(=O)N([C@@H](C)CO)C[C@H]1C | -5 | 13 | -22 | 2 | 1 | -4 | -11 | -10
CCCCN(CCCNC(=O)c1ccc(CS(=O)(=O)c2ccc(OC)cc2)o1)Cc1ccccc1 | -3 | 6 | -5 | 10 | . | -11 | -2 | 7

In the list so far, these contain an aryl thioether with sulfur outside any ring.
SMILES | PglD inh | PAX8 inh HTS | C2C12 statin | LGR2 inh | ARNT-TACC3 inh | Cneo AK release | PGC1a acetyl inh | GSIS activator
CC(C)(C)NC(=O)CSc1ccc(C(C)(C)C)cc1 | 2 | . | -10 | . | -4 | 0 | . | .
CCCSc1oc(-c2ccco2)nc1S(=O)(=O)c1ccc(C)cc1 | 1 | 8 | 35 | -11 | -5 | -2 | -9 | 3

Later entries:
SMILES | PglD inh | PAX8 inh HTS | C2C12 statin | LGR2 inh | ARNT-TACC3 inh | Cneo AK release | PGC1a acetyl inh | GSIS activator
CC(C)CC#Cc1ccc2c(c1)O[C@H](CN(C)C(=O)CN(C)C)[C@@H](C)CN([C@@H](C)CO)S2(=O)=O | -1 | . | -19 | 21 | 5 | 2 | -11 | -12
CN1CCCCN2[C@H](CO)[C@@H](c3ccc(/C=C/c4ccccc4)cc3)[C@H]2C1 | -11 | -65 | 33 | -13 | 0 | -3 | -11 | -1
CCN1CCN(C(=O)C2CCN(S(=O)(=O)c3cc(Cl)ccc3Cl)CC2)CC1 | -1 | -9 | 10 | 0 | -5 | 2 | -4 | -4
CCCC(=O)Nc1ccc2c(c1)C(=O)N(C)[C@H]1CC[C@@H](CC(=O)N3CCc4ccccc4C3)O[C@@H]1CO2 | 1 | -2 | 11 | 1 | 9 | 0 | 1 | -9
O=C(C1CC1)N1CC[C@@H]2[C@@H](CO)Nc3ccc(-c4cccc(F)c4)cc3[C@@H]21 | 1 | 10 | 33 | -4 | 7 | -4 | -10 | -10
CO[C@@H]1CN(C)C(=O)c2ccc(NC(=O)Cc3ccccc3)cc2OC[C@H](C)N(C(C)=O)C[C@H]1C | 1 | . | 5 | -1 | -5 | -1 | 4 | -7
C[C@@H]1CN([C@@H](C)CO)C(=O)c2cc(NC(=O)Nc3ccc(F)cc3)ccc2O[C@@H](C)CCCCO[C@H]1CN(C)S(=O)(=O)c1ccccc1 | 1 | 4 | . | -5 | . | 101* | -7 | 3
COc1ccccc1N1CCN(C(=O)C(Cc2ccccc2)NC(=O)C2CCCCC2)CC1 (stereo not given) | -3 | . | 10 | . | -12 | 2 | 0 | .
CN(c1ccccc1C(=O)N1CCN(c2ccccc2F)CC1)S(=O)(=O)c1ccccc1 | -6 | 8 | -4 | 2 | . | 1 | . | -19
CC(C)NC(=O)NCC[C@@H]1CC[C@H](NC(=O)Nc2ccccc2)[C@@H](CO)O1 | . | -5 | 4 | 8 | . | . | 2 | 3
CCOC(=O)c1ccc(NC(=O)CCn2nnc3ccccc32)cc1 | 6 | . | 11 | . | -1 | -2 | -9 | .
COCC(=O)N(C)C[C@@H]1Oc2ncc(-c3ccccc3OC)cc2C(=O)N([C@H](C)CO)C[C@H]1C | 3 | . | -25 | 8 | . | 5 | -8 | 6
Cc1cc(OCC(=O)N(C(C)C)C(C)C)cc(C)c1Br | . | -3 | -13 | -14 | 4 | . | -6 | 6
CC12COC3(C(=O)Nc4nccs4)CC1CCC32C (stereo not given) | -4 | . | -7 | . | 1 | -6 | 3 | .
CCCCC(=O)Nc1ccc(NC(=O)C2CC2)nc1 | 4 | -10 | . | . | -8 | -4 | -2 | .
COc1cccc(CNCC(O)(c2ccc(Cl)cc2)c2ccc(Cl)cc2)c1 | 2 | . | -1 | . | -1 | 2 | -13 | .

Looked up one by one from above, 5 records:
SMILES | PglD inh | PAX8 inh HTS | C2C12 statin | LGR2 inh | ARNT-TACC3 inh | Cneo AK release | PGC1a acetyl inh | GSIS activator
CCOC(=O)c1ccc(NC(=O)CCn2nnc3ccccc32)cc1 | 6 | . | 11 | . | -1 | -2 | -9 | .
Cc1cc(OCC(=O)N(C(C)C)C(C)C)cc(C)c1Br | . | -3 | -13 | -14 | 4 | . | -6 | 6
CCCCC(=O)Nc1ccc(NC(=O)C2CC2)nc1 | 4 | -10 | . | . | -8 | -4 | -2 | .
CC(C)NC(=O)NCC[C@@H]1CC[C@H](NC(=O)Nc2ccccc2)[C@@H](CO)O1 | . | -5 | 4 | 8 | . | . | 2 | 3
COCC(=O)N(C)C[C@@H]1Oc2ncc(-c3ccccc3OC)cc2C(=O)N([C@H](C)CO)C[C@H]1C | 3 | . | -25 | 8 | . | 5 | -8 | 6

Going on with the list:
SMILES | PglD inh | PAX8 inh HTS | C2C12 statin | LGR2 inh | ARNT-TACC3 inh | Cneo AK release | PGC1a acetyl inh | GSIS activator
O=C(Nc1ccccc1Oc1ccsc1C(=O)O)c1ccccc1F | . | -1 | 18 | -1 | -11 | 0 | . | -8
NS(=O)(=O)c1ccc(NC(=O)CSc2nc3ccccc3nc2N2CCOCC2)cc1 | -2 | 20 | 0 | 5 | -2 | -1 | 2 | .
COC(=O)/C(C#N)=C/c1c(Oc2cc(C)cc(C)c2)nc2c(C)cccn2c1=O | 1 | 2 | . | 2 | -5 | -1 | 2 | -6
CC[C@@H](C)[C@@H](C(=O)N1CCN(C(=O)OC(C)(C)C)CC1)n1cc(CCC(=O)O)nn1 | 2 | -13 | -4 | 0 | -16 | 5 | 6 | -5
O=C(Nc1cccc(Cc2ccccc2)c1)Nc1cccc2[nH]c([C@@H]3O[C@H](CO)[C@@H](O)[C@H](O)[C@H]3O)nc12 | -5 | -100 | -13 | 3 | . | -4 | . | -2
Cc1ccnc(NC(=O)Cn2c(=O)oc3ccccc32)c1 | -3 | 4 | 11 | 7 | -2 | 8 | . | 7
C[C@H](CO)N1C[C@H](C)[C@@H](CN(C)C(=O)Nc2ccc3c(c2)OCO3)Oc2ccc(NC(=O)NC3CCCCC3)cc2CC1=O | 4 | -23 | -28 | -2 | -9 | 0 | -11 | 14
CN1[C@@H]2c3ccc(C4=CCCC4)c(=O)n3C[C@H]1[C@H](CO)[C@H]2C(=O)NCc1cc(F)cc(F)c1 | 4 | . | -4 | -23 | 2 | 49 | . | 3
Cc1ccc(Cl)cc1N1CCN(C(=O)c2ccc(NS(=O)(=O)c3c(C)noc3C)cc2)CC1 | -3 | . | -4 | -3 | 1 | 1 | 6 | -16
S=C(NN=C(C1CC1)C1CC1)Nc1ccccc1 | -4 | . | 142* | . | -5 | 1 | -21 | .
CCCS(=O)(=O)NC(=O)C1(C)CCCN(C(=O)COc2ccc(Cl)cc2Cl)C1 (stereo not given) | 4 | . | -3 | 6 | . | -2 | 0 | -6
COCC(=O)N(Cc1cc2cc(OC)ccc2[nH]c1=O)c1ccccc1 | 1 | . | -14 | -9 | . | -1 | -2 | -12
O=C(C[C@@H]1CC[C@H](NC(=O)CN2CCOCC2)[C@H](CO)O1)NCc1cccc(F)c1 | 1 | 7 | 5 | -5 | -3 | -8 | 5 | -1
C#CC(C)OC(=O)Nc1cnccc1C(F)(F)F (stereo not given) | -7 | 6 | -2 | -4 | -5 | -2 | . | -2
CCOC(=O)c1ccc(NC(=S)NN)cc1 | -6 | -18 | . | -17 | 16 | 4 | 4 | 9
COc1ccc(/C=N/NC(=O)c2[nH]c3ccc(Cl)cc3c2-c2ccccc2)c(C(=O)O)c1OC | 0 | 25 | -6 | 3 | -2 | 0 | . | -8
C[C@H](CO)N1C[C@H](C)[C@H](CN(C)S(=O)(=O)c2cn(C)cn2)Oc2ccc(NS(=O)(=O)c3ccccc3)cc2C1=O | 2 | 12 | -22 | -16 | -12 | -1 | 0 | -1
Cc1cc(C)c(NC(=O)C(C)N2CCCCCC2)c(C)c1 (stereo not given) | -3 | 6 | 20 | 11 | -15 | 1 | . | 20
CCN(CC)C(=O)CC(c1ccc(N(C)C)cc1)c1c(O)cc(OC)cc1OC (stereo not given) | -2 | 11 | 3 | -6 | 10 | -2 | . | -5
CCS(=O)(=O)N1CCCCN2[C@H](C1)[C@@H](c1ccc(-c3ccc(C(=O)N(C)C)cc3)cc1)[C@@H]2CO | -2 | -1 | 3 | 2 | -6 | 4 | 0 | 0
CC(=O)NC[C@H]1[C@H](c2ccccc2)[C@@H](CO)N1C(=O)Cc1ccncc1 | 0 | -17 | -7 | -12 | -13 | -7 | 5 | 3
CCOc1cc(/C=N/NC(=O)c2ccncc2)ccc1OS(C)(=O)=O | 3 | -16 | -1 | 7 | -1 | -1 | -9 | 11
O=S(=O)(NC1CCCCC1Sc1ncccn1)c1ccc(Cl)cc1 (stereo not given) | . | -5 | . | 5 | -4 | . | . | -5
O=C(Oc1ccccc1)c1cccc(COC(=O)c2cnccn2)c1 | -2 | . | . | . | -7 | -4 | -6 | -5
O=C(CC1CCCC1)NNC(=O)c1ccc(F)cc1 | -1 | -20 | -13 | -34 | -5 | 0 | 16 | 4
Cc1ccc(-n2c3nc(=O)[nH]c(=O)c-3cc3cc([N+](=O)[O-])ccc32)cc1 | -6 | -7 | 11 | 18 | . | 1 | . | 5
